GLD-1 TGE inh = GLD-1-TGE RNA interaction inhibition (C. elegans) | purified GLD-1 + fluorescein TGE RNA, fluorescence polarization | Q17339 | inhibition, % at 5.96 µM | actives 0.44% (n = 320,000);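 active = percent inhibition above a per-plate cutoff, the plate mean of test compounds plus 3 SD, cut at about 30% in these data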;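 also: 0% = DMSO wells with GLD-1 and probe and 100% = wells lacking GLD-1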
Target sequence (Q17339 whole entry, looked up): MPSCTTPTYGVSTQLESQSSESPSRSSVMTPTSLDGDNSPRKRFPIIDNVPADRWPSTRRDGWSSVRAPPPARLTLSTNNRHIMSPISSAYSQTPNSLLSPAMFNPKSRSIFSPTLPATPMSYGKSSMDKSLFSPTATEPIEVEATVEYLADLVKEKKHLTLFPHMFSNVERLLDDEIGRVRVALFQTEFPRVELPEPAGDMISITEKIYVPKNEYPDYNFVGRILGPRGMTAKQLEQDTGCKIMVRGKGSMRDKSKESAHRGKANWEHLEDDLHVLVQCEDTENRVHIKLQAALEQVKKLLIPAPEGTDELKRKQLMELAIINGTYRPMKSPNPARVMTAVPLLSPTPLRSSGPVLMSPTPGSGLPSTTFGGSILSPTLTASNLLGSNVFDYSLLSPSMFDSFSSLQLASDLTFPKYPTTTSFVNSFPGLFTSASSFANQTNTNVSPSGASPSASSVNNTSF
Efflux pump inh = blocks antifungal efflux pumps in multiplex yeast assay | S. cerevisiae Candida pump triplex, Nile Red efflux | inhibition, % at 10 µM | actives 0.44% (n = 330,000) | AID 485275;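 active = plate passing quality check with inhibition over a set limit, or well fluorescence over plate mean plus 4 SD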;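 also: Nile Red retained in pooled yeast measured as flow cytometry median fluorescence; 0% = buffer negative control and 100% = Enniatin B positive control; higher means more Nile Red kept so more efflux inhibition; some compounds called inactive have numbers as strong as hits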
MEX-5 binding = C. elegans MEX-5 TCR-2 RNA binding activity; MEX-5/FITC-TCR2 RNA binding, fluorescence polarization; active compounds read low; actives 0.38% (n = 300,000); Q9XUB2; activity score (negative = inhibition of binding), % at 10 µM;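 active = inhibition past about -25% in most replicates, and total fluorescence under double the plate's negative control median, limit read from the data; inconclusive = replicates evenly split on the limit, or fluorescence at least double controls; inactive = too little inhibition in most replicates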;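 also: 0% = DMSO and -100% = 5 µM competing unlabeled TCR2 RNA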
Target sequence (Q9XUB2 whole entry, looked up): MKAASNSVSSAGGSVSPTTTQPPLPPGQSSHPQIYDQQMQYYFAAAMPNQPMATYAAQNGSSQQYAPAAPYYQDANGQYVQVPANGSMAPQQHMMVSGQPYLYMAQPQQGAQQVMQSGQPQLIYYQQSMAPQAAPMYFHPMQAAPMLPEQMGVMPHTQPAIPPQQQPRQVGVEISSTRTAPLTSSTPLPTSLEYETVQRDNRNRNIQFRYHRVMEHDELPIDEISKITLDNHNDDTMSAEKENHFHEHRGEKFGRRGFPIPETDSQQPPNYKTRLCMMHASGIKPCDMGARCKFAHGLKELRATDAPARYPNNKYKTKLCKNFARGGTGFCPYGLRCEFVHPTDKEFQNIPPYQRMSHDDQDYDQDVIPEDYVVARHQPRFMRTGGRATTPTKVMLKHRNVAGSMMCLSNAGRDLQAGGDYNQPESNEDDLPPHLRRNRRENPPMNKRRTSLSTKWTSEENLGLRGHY
Yeast superoxide = caloric restriction mimetics inhibiting age-related superoxide in yeast; AID 2690; actives 0.18% (n = 330,000); superoxide response (% of plate mean), % at 10 µM; S. cerevisiae aged cells, superoxide DHE fluorescence; active compounds read low;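 active = superoxide response under a set limit, about three screen SD below normal, cut at about 65% in these data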;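 also: yeast aged for seven days with compound at 30 °C before DHE staining; 100% = average MFI of all compound-treated wells on the plate with controls excluded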
An asterisk follows results filed as active; ? = inconclusive; / = no result given. Not all compounds are listed. The share of hits here may be higher or lower than overall.

SMILES | GLD-1 TGE inh | Efflux pump inh | MEX-5 binding | Yeast superoxide
COc1ccc(OC)c(NC(=S)N2CCN(C(=O)C3CCCO3)CC2)c1 (stereo not drawn) | / | 0.1 | 1.4 | 110
O=C(O)CSCC(=O)Nc1ccccc1SCCS(=O)(=O)c1ccc(Cl)cc1 | / | -0.1 | 1.3 | 90
COc1ccc(-n2c(C)c(C)c3c(NCCO)ncnc32)cc1 | / | -0.2 | -3.9 | 101
Cc1nc(C(=O)NCCO)cc2c1[nH]c1ccccc12 | / | 0.1 | 0.3 | 97
COC(=O)c1ccc(COc2ccc(C#N)cc2)o1 | / | 0.1 | 1.2 | 104
O=S(=O)(NCc1ccc2c(c1)OCO2)c1cccc(F)c1 | / | -0.1 | 1.5 | 105
Cc1ccc(S(=O)(=O)NC(C)C(=O)NC2CC2)cc1 (stereo not drawn) | / | 0.5 | -1.0 | 89
Cc1nc(-c2cccc(NC(=O)c3ccco3)c2)cs1 | / | 0.0 | 1.0 | 96
CCOC(=O)c1c(-c2ccccc2)oc2cc(Br)c(O)cc12 | / | -0.1 | -2.1 | 106
C[C@@H]([C@H](O)c1ccccc1)N(C)C(=S)Nc1ccccc1 | / | 0.0 | 1.3 | 99
C/C(=N\NC(=O)C(O)(c1ccccc1)c1ccccc1)c1ccc(NC(=O)CCCC(=O)O)cc1 | / | -0.1 | 0.8 | 103
CN1CCN(NC(=O)Nc2ccc(F)cc2)CC1 | / | 0.1 | -0.9 | 103
COc1cccc(/C=N/NC(=O)CC(C)O)c1OC/C=C/c1ccccc1 (stereo not drawn) | / | -0.2 | 0.9 | 106
COC(=O)c1c(N)sc(C(=O)NCCc2ccccc2)c1C | / | -0.1 | 0.2 | 106
COc1ccc(NC(=O)C(C)N2C(=O)C3CC=C(Cl)CC3C2=O)cc1 (stereo not drawn) | / | 1.1 | 2.0 | 92
COCCNC(=O)CN(C(=O)c1ccc(N2CCCC2)nc1)c1ccc(F)c(Cl)c1 | / | 0.0 | -0.9 | 103
O=C(NCCCc1ccncc1)C1CCC(=O)N(Cc2cccc(C(F)(F)F)c2)C1 (stereo not drawn) | / | -0.5 | 1.0 | 96
O=C(O)C(=O)Nc1ccc(NC(=O)C(c2ccccc2)c2ccccc2)cc1 | / | 0.4 | 0.6 | 98
O=C(COc1ccccc1)Nc1nnc(COc2ccccc2)s1 | / | 0.0 | 1.3 | 96
COC(=O)c1[nH]c2ccccc2c1Sc1ccccc1 | / | 0.1 | 1.3 | 104
COc1cccc(CN2CC(C(=O)NCCc3ccc(C)o3)CCC2=O)c1 (stereo not drawn) | / | -0.9 | -1.1 | 87
O=C(c1cc2cc(Br)ccc2[nH]1)N1CCc2ccccc21 | / | 0.0 | -2.8 | 99
O=C(COc1ccc(Cl)cc1)NNC(=O)c1ccccc1C(=O)O | / | 0.0 | 0.7 | 97
CN1C(C(=O)Nc2ncccn2)=C(O)c2ccccc2S1(=O)=O | / | 0.0 | -1.4 | 108
COc1cc(C(=O)NC2Cc3ccccc3C2)ccc1OC1CCN(C(C)=O)CC1 | / | -0.1 | 0.1 | 91
Cc1cc2ncc(-c3cccs3)nc2cc1C | / | 0.1 | -1.0 | 94
O=C1Cc2ccccc2C(=O)N1Cc1cccc(Cl)c1 | / | 0.0 | 2.9 | 101
Cc1nc(Nc2ccccc2O)c2oc3ccccc3c2n1 | / | -0.1 | 0.9 | 103
Cc1ccc(NC(=S)NC(=O)c2ccccc2)cc1NC(=S)NC(=O)c1ccccc1 | / | 0.7* | 0.1 | 100
CCn1c(=O)c2c(nc3n2CCCN3CCc2ccc(OC)c(OC)c2)n(C)c1=O | / | 0.4 | 0.6 | 97
O=C(c1ccc(NS(=O)(=O)c2cccc(C(F)(F)F)c2)cc1)N1CCCC1 | / | 0.0 | 0.2 | 101
CC(=O)c1cc2c(ccc3ccccc32)oc1=O | / | 0.0 | 0.7 | 99
CC1CCCCC12NC(=O)N(CC(=O)Nc1cccnc1Cl)C2=O (stereo not drawn) | / | 2.9 | -1.4 | 122
N#Cc1cccnc1N1CCN(C(=O)c2ccccc2)CC1 | / | 0.1 | -1.7 | 101
CC(=O)Oc1ccc(N(C(C)=O)S(=O)(=O)c2ccc(C)cc2C)c2ccccc12 | / | -0.1 | 6.6 | 102
Cc1ccc(NC(=O)Cc2cccs2)cc1Cl | / | 0.0 | 0.4 | 95
Cc1ccc(NC2CCCN(C(=O)CCc3ccncc3)C2)cc1C (stereo not drawn) | / | 0.0 | 2.1 | 90
COc1ccccc1NC(=O)c1ccccc1N(Cc1ccccc1)S(C)(=O)=O | / | 0.1 | 0.6 | 103
CCc1ccc(C(O)(CC(C)C)C(CN2CCOCC2)c2ccccc2)cc1 (stereo not drawn) | / | -0.2 | -2.1 | 101
COC(=O)COc1ccc(C(c2c(C)[nH][nH]c2=O)c2c(C)[nH][nH]c2=O)cc1 | / | 0.1 | -5.7 | 103
COc1ccccc1NC(=O)Nc1cccc(C)n1 | / | -0.1 | 2.2 | 102
O=C(Nc1ccnn1C1CCN(C(=O)c2ccc(Cl)c(F)c2)CC1)C1CCOC1 (stereo not drawn) | / | 0.0 | 1.1 | 100
Cn1cc(CNC(=O)C2CCC(=O)N(Cc3cccc(C(F)(F)F)c3)C2)cn1 (stereo not drawn) | / | 0.0 | 2.2 | 112
O=C1Nc2ccc(Cl)cc2C12OCCCO2 | / | -0.1 | 2.0 | 104
COc1ccc(OC(=O)c2ccc(OC)c(S(=O)(=O)N3CCOCC3)c2)cc1 | / | 0.0 | -2.0 | 91
CCNS(=O)(=O)c1ccc(NC(=S)N2CCc3ccccc32)cc1 | / | 0.1 | 0.3 | 99
COCC(=O)N1CCC(Oc2ccc(C(=O)NCCCC3CCCC3)cc2)CC1 | / | 0.0 | -0.3 | 102
COc1cc(/C=N/NC(=O)c2c(C)nc3ccc(Cl)cn23)cc(OC)c1OC | / | 0.0 | -2.9 | 104
COC(CNC(=O)c1ccc2c(=O)n(Cc3ccc(Cl)cc3)c(=S)[nH]c2c1)OC | / | -0.1 | -1.4 | 96
Cc1cc(C(=O)N2CCCC(N3CCN(c4cccc(Cl)c4)CC3)C2)n(C)n1 (stereo not drawn) | / | 3.3 | -0.7 | 118

Record cards, from the list above. Screens in order: GLD-1 TGE inh, Efflux pump inh, MEX-5 binding, Yeast superoxide
O=C(Nc1ccnn1C1CCN(C(=O)c2ccc(Cl)c(F)c2)CC1)C1CCOC1 (stereo not drawn) across the screens: /, 0.0, 1.1, 100
CCNS(=O)(=O)c1ccc(NC(=S)N2CCc3ccccc32)cc1 across the screens: /, 0.1, 0.3, 99

Next results:
SMILES | GLD-1 TGE inh | Efflux pump inh | MEX-5 binding | Yeast superoxide
Cc1cc(C)c(S(=O)(=O)N/N=C/c2ccc3c(c2)OCO3)c(C)c1 | / | -0.2 | -2.5 | 102
CCCc1cc(=O)oc2c3c(cc(OCC(=O)N[C@@H](CSC)C(=O)O)c12)OC(C)(C)CC3 | / | 0.0 | 1.4 | 102
Cc1ccc2c(c1)c(/C=C/c1cc[n+](C)cc1)c(C)n2C | / | 25* | ? | 97
C/C(=N\NC(=O)C(O)c1ccccc1)c1cccnc1 (stereo not drawn) | / | 0.1 | 1.7 | 92
CCCCc1ccccc1NC(=S)NC1CCCC1 | / | 0.1 | -0.8 | 95
COc1ccccc1/C=C1\C(=O)Nc2ccccc21 | / | 0.1 | -0.9 | 91
O=C(CN1CCN(Cc2ccccc2)CC1)Nc1ccc(F)c(F)c1 | / | 0.3 | -0.2 | 101
Cc1cccc(-c2nc(C#N)c(N3CCC(C)CC3)o2)c1 | / | 0.3 | 0.1 | 98
O=C(NCc1ccc2c(c1)OCO2)c1cccc(S(=O)(=O)N2CCCC2)c1 | / | 0.0 | 0.4 | 101
COc1ccccc1-n1nnnc1SCC(=O)N(CC(C)C)C1CCS(=O)(=O)C1 (stereo not drawn) | / | -0.7 | 0.0 | 101
Cc1ccccc1OC(=O)c1cccnc1 | / | -0.1 | 2.1 | 97
COc1ccc(C(C)(C)C)cc1NS(=O)(=O)c1cccc2cccnc12 | / | -0.2 | 0.5 | 100
O=C(Nc1sc2c(c1C(=O)O)CCCC2)c1cccc(Cl)c1 | / | 0.4 | 0.5 | 112
Fc1cccc(Cl)c1CN1CCN(c2nc3ccccc3s2)CC1 | / | 0.0 | -0.7 | 104
CC(C)C(=O)C1=Cc2cc([N+](=O)[O-])ccc2OC1N1CCOCC1 (stereo not drawn) | / | 0.3 | 2.2 | 97
Cc1c(Cl)cccc1NC(=O)C1CCCN(S(C)(=O)=O)C1 (stereo not drawn) | / | 0.0 | -0.8 | 103
CC(=O)Nc1ccc(S(=O)(=O)N/N=C/c2ccc(C)o2)cc1 | / | 0.0 | -0.9 | 99
Cc1nc(NC(=O)c2cnccn2)ccc1Br | / | 0.1 | -0.2 | 99
COc1ccc(/C=C2\SC(=O)N(CC(=O)Nc3ccccc3O)C2=O)cc1OC | / | -0.1 | 4.0 | 95
Cc1ccc(C(=O)CC(=O)c2ccc(C)cc2O)cc1 | / | 0.1 | -1.0 | 101
Cc1ccc(OCC(=O)NNC(=S)NC(=O)c2cccs2)c(C)c1 | / | 0.0 | -0.7 | 96
COc1ccc(CCN(C)C/C=C/c2ccccc2)cc1OC | / | 0.0 | 0.5 | 86
Cc1nc(CCNC(=O)CC2C(=O)NCCN2Cc2ccccc2)nc2c1CCC2 (stereo not drawn) | / | 0.3 | -2.7 | 100
CS(=O)(=O)N1CCc2cc(C(=O)Nc3ccccc3Br)ccc21 | / | 0.1 | -0.9 | 98
COC(=O)c1sccc1NC(=O)Nc1cc(OC)ccc1OC | / | 0.1 | -2.3 | 97
CC(=O)c1ccc(OCc2cc(C(=O)N(C)Cc3ccon3)no2)cc1 | / | 0.1 | 0.8 | 109
Cc1ccc(S(=O)(=O)N2CCc3ccccc3C2)cc1C | / | -0.1 | 1.1 | 97
C=CCC(NCc1ccccc1)c1ccc(OC)cc1 (stereo not drawn) | / | 0.6 | 1.9 | 103
COc1cc(C(=O)N/N=C/c2ccc(OC(=O)c3ccccc3)c(OC)c2)ccc1O | / | -0.1 | 2.5 | 92
CCOc1c(Br)cc(Br)cc1/C=C1\SC(N)=NC1=O | / | 0.1 | -4.8 | 98
O=S(=O)(Cc1ccccc1)NCCc1cccc(Cl)c1 | / | -0.1 | -0.2 | 105
COc1ccc(CC(=O)NCCCSc2ccccc2)cc1OC | / | -0.5 | 0.5 | 96
C[n+]1ccc(/C=C/c2c[nH]c3ccc(F)cc23)cc1 | / | 4.2 | ? | 103
Cc1ccc(NC(=O)C2Cc3ccccc3O/C2=N\O)cc1C (stereo not drawn) | / | -0.1 | 1.2 | 96
COc1cccc(S(=O)(=O)Nc2ccc3c(c2)OCCO3)c1 | / | -0.1 | -1.1 | 102
Cc1ccc(NC(=S)N2CCN(S(=O)(=O)c3ccc(F)cc3)CC2)cc1 | / | -0.2 | 0.9 | 100
COc1ccccc1Cn1c(=S)[nH]c2cc(C(=O)NCC(OC)OC)ccc2c1=O | / | 0.0 | -0.7 | 101
C/C(CC(=O)Nc1ccc(N(C)C)cc1)=N\NC(=O)c1ccc([N+](=O)[O-])cc1 | / | 0.1 | -3.9 | 101
COc1ccc(OC)c(/C=N/n2c(COc3ccccc3)n[nH]c2=S)c1 | / | 0.0 | 0.7 | 91
O=C(NCc1ccccc1)c1ccc2c(c1)C(=O)N(Cc1cccnc1)C2=O | / | 2.5 | -3.8 | 106
CCC(Oc1ccccc1F)C(=O)Nc1ccc2c(c1)n(C)c(=O)n2C (stereo not drawn) | / | -0.1 | -1.1 | 97
Cc1ccc(NC(=O)N2CCCCCC2)c(C)c1 | / | -0.1 | -0.9 | 100
Cc1nn(-c2ccccc2)c(C)c1NC(=O)COC(=O)c1ccc(O)cc1O | / | 0.1 | 0.2 | 98
Fc1ccc(-n2c(-c3ccco3)n[nH]c2=S)cc1 | / | -0.1 | 0.8 | 101
CCN(CC(=O)Nc1ccc(C(C)=O)cc1)CC(=O)Nc1ccc2c(c1)OCCO2 | 1 | 0.1 | / | 96
O=C(COC(=O)c1cc(S(=O)(=O)N2CCOCC2)ccc1F)Nc1cc([N+](=O)[O-])ccc1F | 7 | -0.2 | / | 97
Cc1ccc(S(=O)(=O)Nc2ccc3c(c2)CC(=O)N([C@H](C)CO)C[C@@H](C)[C@H](CN(C)S(=O)(=O)c2ccccc2)O3)cc1 | 12 | -0.1 | / | 93
O=C(COC(=O)c1cccc(Cl)c1)NCc1ccccc1 | 2 | 0.0 | / | 84
CCCCCn1nc(C(=O)N(CC)c2c(N)n(CCCC)c(=O)[nH]c2=O)c2ccccc2c1=O | 5 | -0.1 | / | 98

Efflux pump inh, what is marked active above.
| compound | GLD-1 TGE inh | Efflux pump inh | MEX-5 binding |
| --- | --- | --- | --- |
| Cc1ccc(NC(=S)NC(=O)c2ccccc2)cc1NC(=S)NC(=O)c1ccccc1 | / | 0.7* | 0.1 |
| Cc1ccc2c(c1)c(/C=C/c1cc[n+](C)cc1)c(C)n2C | / | 25* | ? |
